MDM2 E3 inh: MDM2-luciferase reporter signal enhancers, primary screen, MDM2 E3 ligase inhibitor project, cell-based, luminescence, 1536-well; E3 ubiquitin-protein ligase Mdm2 (Homo sapiens), Q00987; cell-based MDM2 ubiquitination luciferase reporter, 2 h; 0 = plate control, 100 = twice control, blank-subtracted; signal enhancement, % at 5 µM; 210,000 compounds, 0.11% hits; AID 1230, 2008;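 active = signal enhancement of 30% or more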;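 note: luminescence tracks abundance of the self-degrading MDM2-luciferase fusion protein; higher signal means inhibition of MDM2 E3 ligase activity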
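Test system: mammalian cells stably expressing self-ubiquitinating, self-degrading MDM2 E3–luciferase fusion; Amount: 2000 cells in each well; Medium: DMEM; Schedule: 4 h settle plus 2 h compound, 37 °C; Technique: SteadyLite luciferase luminescence after 15 min room-temperature reagent incubation; Benchmarks: plate control and blank wells.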
hK5 inh: human KLK5 protease inhibitors, primary screen, biochemical, 1536-well | Kallikrein-5 (Homo sapiens), Q9Y337 | recombinant hK5, fluorogenic AMC substrate cleavage | inhibition, % at 5 µM | 210,000 compounds, 0.59% hits;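 active = inhibition of 40% or more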;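 note: 0% = enzyme controls without compound and 100% = no-enzyme blanks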
Target sequence (Q9Y337 67-293 limits assumed): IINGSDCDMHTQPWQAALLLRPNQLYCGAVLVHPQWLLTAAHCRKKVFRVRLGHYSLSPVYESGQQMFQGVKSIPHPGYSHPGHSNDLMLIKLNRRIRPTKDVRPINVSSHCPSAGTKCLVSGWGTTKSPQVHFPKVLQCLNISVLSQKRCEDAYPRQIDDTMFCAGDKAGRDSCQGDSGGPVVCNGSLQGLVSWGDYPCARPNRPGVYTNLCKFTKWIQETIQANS
FXIIa inh: human FXIIa protease inhibitors, primary screen, biochemical, 1536-well | purified FXIIa, Boc-QGR-AMC fluorogenic substrate, 2 h | Coagulation factor XII (Homo sapiens), P00748 | 220,000 compounds, 0.3% hits | inhibition, % at 5 µM; in the data active = inhibition above about 40%;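 note: 0% = enzyme with no compound and 100% = blank without enzyme; many of its hits are not listed in these tables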
p97 inhibitor: inhibitors of human p97 ATPase, primary screen, biochemical; inhibition, % at 8 µM; recombinant p97 ATPase, Kinase-Glo ATP luminescence, 3 h; 220,000 compounds, 0.42% hits; AID 1481, 2009; Transitional endoplasmic reticulum ATPase (Homo sapiens), P55072; in the data active = inhibition above about 15%;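 note: 0% = DMSO vehicle and 100% = wells lacking enzyme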
Rad51 HR inh: human RAD51 strand exchange inhibitors, primary screen, biochemical, fluorescence; DNA repair protein RAD51 homolog 1 (Homo sapiens), Q06609; hRad51 DNA strand exchange, fluorescence dequenching; inhibition, % at 10 µM; 200,000 compounds, 0.085% hits;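 active = inhibition above 40% at the single screening dose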;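 note: 0% = DMSO control wells and 100% = blanks with heterologous ssDNA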
Target sequence (Q06609 whole entry, looked up): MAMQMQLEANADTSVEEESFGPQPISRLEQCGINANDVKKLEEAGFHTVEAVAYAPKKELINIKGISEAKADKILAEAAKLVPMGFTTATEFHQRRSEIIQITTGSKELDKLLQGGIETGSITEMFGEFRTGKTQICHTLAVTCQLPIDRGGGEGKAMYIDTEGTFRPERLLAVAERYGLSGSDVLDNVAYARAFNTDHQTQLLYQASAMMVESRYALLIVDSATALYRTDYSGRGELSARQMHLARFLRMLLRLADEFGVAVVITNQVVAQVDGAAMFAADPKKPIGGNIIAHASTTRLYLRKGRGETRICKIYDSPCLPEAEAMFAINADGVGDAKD
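Test system – preformed human Rad51 ssDNA filaments · Reagent – Donor/quencher-labelled 47-bp dsDNA substrate · Incubation – 37 °C 15-min filament assembly, 30-min compound preincubation, 15-min exchange · Signal – FRET fluorescence dequenching, excitation 485 nm, emission 520 nm · Read-out – percent inhibition from fluorescence, normalised to plate control and blank means · Benchmarks – plate control and blank wells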
Wee1 stabilizer: Wee1 degradation inhibitors, primary screen, cell-based, HeLa, Wee1K328M-luciferase, luminescence | reporter increase, % at 5 µM | HeLa Luc-Wee1K328M stability; 100% = proteasome inhibitor MG132 effect | Wee1-like protein kinase (Homo sapiens), P30291 | 220,000 compounds, 1.2% hits;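 active = activation above the mean of all tested compounds plus 3 SD, set per screening run, cut at about 8.8% in these data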;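 note: cells exposed to compound for 20 h before luminescence read; 0% = DMSO alone and 100% = MG132 at 30 µM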
14-3-3 Bad PPI: inhibitors of 14-3-3 zeta/Bad binding, primary screen, biochemical, TR-FRET, bovine 14-3-3 zeta | 14-3-3 protein zeta/delta (Bos taurus), P63103 | TR-FRET 14-3-3zeta/Dy647-pBad peptide displacement, 1 h | inhibition, % at 21.7 µM | 220,000 compounds, 0.71% hits | AID 781, 2007;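 active = inhibition above about 70%, limit read from the data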;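 note: 0% = full 14-3-3 plus peptide FRET controls and 100% = background without 14-3-3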
Target sequence (P63103 whole entry, looked up): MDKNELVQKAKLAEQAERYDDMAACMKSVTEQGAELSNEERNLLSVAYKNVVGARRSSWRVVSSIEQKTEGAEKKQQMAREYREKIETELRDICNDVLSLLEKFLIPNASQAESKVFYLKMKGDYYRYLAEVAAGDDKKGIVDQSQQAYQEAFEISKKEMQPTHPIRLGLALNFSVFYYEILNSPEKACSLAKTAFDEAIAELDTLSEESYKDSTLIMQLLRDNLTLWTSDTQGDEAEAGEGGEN
FXIa inh 1536: human FXIa protease inhibitors, primary screen, biochemical, 1536-well. AID 798, 2007. Coagulation factor XI (Homo sapiens), P03951. purified FXIa, Boc-Glu-Ala-Arg-AMC fluorogenic substrate. 220,000 compounds, 0.14% hits. inhibition, % at 5 µM;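 active = inhibition of at least 40%; inactive = inhibition below 40%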;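 note: fluorescence of freed AMC excited at 355 nm; 0% = enzyme without compound and 100% = no enzyme blank; many of its hits are not listed in these tables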
eIF4E-4G inh: eIF4E–eIF4G protein interaction inhibitors, primary screen, biochemical, uHTS, TR-FRET, eIF4GI fragment; Eukaryotic translation initiation factor 4E (Mus musculus) + Eukaryotic translation …; TR-FRET eIF4E-eIF4GI(517-606) binding, 2 h; inhibition, % at 21.7 µM; 220,000 compounds, 0.37% hits;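 active = inhibition above about 30%, limit read from the data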;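 note: 0% = full FRET control wells and 100% = background wells lacking eIF4GI fragment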
* = called active by the depositor; · = no result given; & = joins results of further samples; [ ] = another dose, or the depositor's remark.

Abbreviations – A = MDM2 E3 inh; B = hK5 inh; C = FXIIa inh; D = p97 inhibitor; E = Rad51 HR inh; F = Wee1 stabilizer; G = 14-3-3 Bad PPI; H = FXIa inh 1536; I = eIF4E-4G inh
1) CCC(=O)N1c2ccccc2-c2nnc(SC)nc2OC1c1ccc(OC)c(OC)c1 (configuration not stated)
  A = -9	B = -4	C = 12	D = 0	E = -3	F = 2	G = 4	H = 1	I = -2

2) Oc1ccc(N=Nc2n[nH]c(-c3ccc(Cl)cc3)n2)cc1
  A = 1	B = 6	C = 12	D = 6	E = -1	F = 0	G = 4[fluorescence artefact?]	H = 3	I = -1[fluorescence artefact?]

3) Cc1cccc(CN2CCN(Cc3nc4c(s3)CCCC4)CC2CCO)n1 (configuration not stated)
  A = -19	B = ·	C = 2	D = -1	E = ·	F = -1	G = -8	H = -2	I = -2

4) CCO/N=C/C1=C(O)C(C(=O)OC)C(C)(C)CC1=O (configuration not stated)
  A = -16	B = -13	C = -7	D = 6	E = 4	F = -1	G = 5	H = -5	I = 3

5) Cc1ccc(CN2CCS(=O)(=O)CC2)o1
  A = -6	B = 10	C = 9	D = 1	E = 9	F = -4	G = -14	H = 2	I = 1

6) COc1ccc(CCNC(=O)C(=O)NCC2CCNCC2)cc1OC
  A = -15	B = 2	C = 8	D = 0	E = -21	F = -2	G = 1	H = -4	I = 1

7) NN1C(=O)c2cccc3c(C(=O)O)ccc(c23)C1=O
  A = -16	B = -11	C = 3	D = 2	E = -10	F = 2	G = 3	H = 4	I = 0

8) Cc1ccc2c(C)c(C(=O)Nc3c(C)n(C)n(-c4ccccc4)c3=O)oc2c1
  A = 2	B = -18	C = 8	D = -1	E = -5	F = 1	G = 14	H = 5	I = 0

9) CCn1cc(C(=O)O)c(=O)c2cc(F)c(N3CCN(C(=S)NC(=O)c4ccc(Br)cc4)CC3)cc21
  A = -12	B = 1	C = 8	D = 5	E = 15	F = 3	G = -10	H = 5	I = -3

10) CC(=O)N1CCc2cc(S(=O)(=O)NC(Cc3ccccc3)C(=O)Nc3cc(C)ccn3)ccc21 (configuration not stated)
  A = -16	B = -8	C = 18	D = -2	E = 12	F = 1	G = 5	H = 8	I = -8

11) O=C(O)C1CCN(c2ccccc2[N+](=O)[O-])CC1
  A = -9	B = 5	C = 8	D = -3	E = -4	F = 1	G = -2	H = 0	I = 0

12) COc1ccc(Br)c(/C=N/NC(=O)COc2ccc(-c3ccccc3)cc2)c1
  A = -7	B = 1	C = -15	D = 5	E = 0	F = 1	G = -4	H = -9	I = 1

13) O=C(NC1CCCc2ccccc21)C1CCN(S(=O)(=O)c2ccccc2F)CC1 (configuration not stated)
  A = -88	B = 28	C = 88*	D = 1	E = 6	F = 4	G = 23	H = 6	I = -32

14) CCCCc1ccc(N=N/C(C(=O)Nc2ccccc2OC)=C(/C)O)cc1
  A = 8	B = -14	C = 7	D = 1	E = 2	F = 1	G = -6	H = 2	I = 17

15) CCCc1cc(-c2[nH]ncc2-c2ccc3c(c2)OCCCO3)c(O)cc1OC
  A = -5	B = -19	C = 18	D = 2	E = 1	F = 0	G = -1	H = 4	I = 4

16) CC(OC(=O)C1CCCO1)C(=O)NC1CCCC1 (configuration not stated)
  A = -4	B = 1	C = 0	D = -2	E = -9	F = -4	G = -16	H = 1	I = -5

17) CNCCCC12CCC(c3ccccc31)c1ccccc12
  A = -19	B = 4	C = 2	D = 0&-2&0	E = -1&2	F = -2&-3&1	G = 4&0&-8	H = 13	I = 0&-3&-2

18) O=C(O)c1ccccc1Sc1c([N+](=O)[O-])cc(C(F)(F)F)cc1[N+](=O)[O-]
  A = -5	B = -5	C = 8	D = 4	E = 31	F = -1	G = -6	H = -2	I = 1

19) FC(c1nc2ccccc2[nH]1)C(F)(F)F (configuration not stated)
  A = 3	B = -5	C = 7	D = -3	E = 2	F = 1	G = -2	H = -6	I = -7

20) CN(C)c1ccc(C2N(C(=O)N3CCOCC3)CCN2S(=O)(=O)c2ccccc2)cc1 (configuration not stated)
  A = -7	B = 5	C = 18	D = 3	E = 5	F = -1	G = 0	H = 5	I = 3

Part of the list above, with values under each structure.
Under each structure – MDM2 E3 inh | hK5 inh | FXIIa inh | p97 inhibitor | Rad51 HR inh | Wee1 stabilizer | 14-3-3 Bad PPI | FXIa inh 1536 | eIF4E-4G inh
7. NN1C(=O)c2cccc3c(C(=O)O)ccc(c23)C1=O
→ -16 | -11 | 3 | 2 | -10 | 2 | 3 | 4 | 0
12. COc1ccc(Br)c(/C=N/NC(=O)COc2ccc(-c3ccccc3)cc2)c1
→ -7 | 1 | -15 | 5 | 0 | 1 | -4 | -9 | 1
3. Cc1cccc(CN2CCN(Cc3nc4c(s3)CCCC4)CC2CCO)n1 (configuration not stated)
→ -19 | · | 2 | -1 | · | -1 | -8 | -2 | -2
6. COc1ccc(CCNC(=O)C(=O)NCC2CCNCC2)cc1OC
→ -15 | 2 | 8 | 0 | -21 | -2 | 1 | -4 | 1
16. CC(OC(=O)C1CCCO1)C(=O)NC1CCCC1 (configuration not stated)
→ -4 | 1 | 0 | -2 | -9 | -4 | -16 | 1 | -5

Further structures.
Abbreviations – A = MDM2 E3 inh; B = hK5 inh; C = FXIIa inh; D = p97 inhibitor; E = Rad51 HR inh; F = Wee1 stabilizer; G = 14-3-3 Bad PPI; H = FXIa inh 1536; I = eIF4E-4G inh
21) CC(=O)N1CCN(c2ccc(NC(=O)/C=C/c3ccccc3)cc2)CC1
  A = -7	B = ·	C = 4	D = 2	E = -4	F = 8	G = -5	H = 0	I = 2

22) O=C(Cc1csc(NC(=O)c2ccc(F)cc2)n1)NO
  A = -16	B = -6	C = 5	D = 0	E = 3	F = 2	G = -12	H = -1	I = 2

23) COC(=O)c1cc2c(ccn2-c2ccc(F)cc2)n1CC(=O)N1CCN(C(=O)c2ccco2)CC1
  A = 21	B = 2	C = 8	D = -1	E = -9	F = 1	G = -11	H = 1	I = -10

24) O=C(CSc1nnnn1-c1ccccc1)NCc1cccs1
  A = -14	B = 3	C = 15	D = 5	E = -2	F = 1	G = 15	H = 1	I = 18

25) O=C(CC(c1ccccc1)c1ccco1)Nc1nccs1 (configuration not stated)
  A = -6	B = -9	C = 13	D = 3	E = ·	F = -1	G = 5[fluorescence artefact?]	H = 6	I = 6

26) COc1ccc(C2N(C(=O)N3CCOCC3)CCN2S(=O)(=O)c2ccc(C)cc2)cc1 (configuration not stated)
  A = -3	B = 4	C = 7	D = -4	E = -4	F = 1	G = 0	H = 5	I = 2

27) COC(=O)CNC(=O)C(C)(C)Oc1ccc(Cl)cc1
  A = -13	B = 1	C = -2	D = 3	E = 3	F = -3	G = 0	H = -4	I = -1

28) CCC1(C)Cc2c(sc3nnn(Cc4ccccc4Cl)c(=O)c23)CO1 (configuration not stated)
  A = -8	B = 4	C = -2	D = -7	E = -3	F = 0	G = -2[fluorescence artefact?]	H = 3	I = -4

29) OC(CNCCc1ccc(Cl)cc1)COc1ccc2ccccc2c1 (configuration not stated)
  A = -14	B = -7	C = 4	D = -3	E = 11	F = 3	G = -2	H = -2	I = -1

30) CC(C)C(=O)Nc1cccc(NC(=S)NC(=O)c2ccc(Cl)cc2)c1
  A = -8	B = -10	C = 15	D = 0	E = 3	F = 1	G = -3	H = 4	I = -9

31) COc1ccc(CC(=O)N/N=C/C=C/c2ccc3c(c2)OCO3)cc1OC
  A = -14	B = -1	C = 1	D = 5	E = 18	F = 0	G = 3	H = -5	I = 2

32) CCN(CC)CCn1c(N)c(S(=O)(=O)c2ccccc2)c2nc3ccccc3nc21
  A = -8	B = 13	C = 14	D = -3	E = -16	F = 12*	G = -3	H = 39	I = 1

33) O=c1[nH]nc(Cc2ccc3ccccc3n2)c2ccccc12
  A = 4	B = 8	C = 22	D = 4	E = -14	F = 2	G = 4	H = 6	I = 6

34) Cc1cccc2cc(COC(=O)C3CCCO3)c(=O)[nH]c12 (configuration not stated)
  A = -14	B = 5	C = 12	D = 0	E = 9	F = 0	G = 9[fluorescence artefact?]	H = 1	I = 2

35) COC(=O)c1c(NC(=O)c2ccc(C)cc2)sc(Cc2ccccc2)c1C
  A = -14	B = -19	C = 10	D = 6	E = 2	F = 3	G = 13	H = -8	I = 3

36) COCCCn1c(=S)[nH]c2ncccc2c1=O
  A = 8	B = 2	C = 6	D = 2	E = 1	F = -2	G = -7	H = -5	I = 10

37) CCOC(=O)C1=C(C)NC(=O)NC1c1ccc(OCC(=O)N2CCCCC2)cc1 (configuration not stated)
  A = -15	B = 17	C = 12	D = -8	E = 0	F = -3	G = 6	H = -1	I = -5[fluorescence artefact?]

38) O=C(C1CCC(N2C(=O)C3CC=CCC3C2=O)CC1)N1CCCCC1 (configuration not stated)
  A = -39	B = -23	C = 30	D = -3	E = -11	F = -2	G = 1	H = 15	I = 2

39) CCN(CC)CCCn1c(=S)[nH]c2cc(C(=O)OC)ccc2c1=O
  A = 0	B = -4	C = 10	D = 2	E = 2	F = -4	G = -3	H = -1	I = 3

40) Cc1ccc(C2NC(=NCc3ccccc3)Nc3nc(C)cc(=O)n32)cc1 (configuration not stated)
  A = -18	B = 1	C = 9	D = 6	E = ·	F = -1	G = 1	H = 3	I = 1

41) Cc1sc(NC(=O)CN(Cc2ccccc2)C(=O)C(C)C)c(C(N)=O)c1C
  A = -5	B = 9	C = 20	D = 0	E = 5	F = 2	G = -7[fluorescence artefact?]	H = 11	I = 18

42) Clc1ccc(-n2nnnc2-c2cnc(-c3ccccn3)nc2-c2cccs2)cc1
  A = -7	B = -4	C = 18	D = 2	E = 2	F = -3	G = -8[fluorescence artefact?]	H = 8	I = 4

43) COc1ccc(/C=N/NS(=O)(=O)c2ccc(NC(C)=O)cc2)cc1
  A = -14	B = -4	C = 4	D = 0	E = 6	F = 3	G = 2	H = -3	I = 0

Screens as filed in PubChem.
